phage Ecoli inh – E. coli growth loss with phage present; growth absorbance; inhibition, % at 11.9 µM; 360,000 tested, 0.26% active; AID 651602; in the data active = inhibition above about 11%
Active calls of the source: *. This is a subset, so the mix of outcomes need not match the whole.

SMILES | phage Ecoli inh
O=C(Nc1cccc2ccccc12)c1csc([C@@H]2O[C@H](CO)[C@H](O)[C@H](O)[C@H]2O)n1 | 5.7
CC1(C(=O)NS(=O)(=O)c2ccc(F)cc2F)CCN1C(=O)CC1CCCC1 (stereo unspecified) | 1.8
Cc1cccc(C)c1NC(=O)C1(C)CSCC(=O)N1CCC(C)C (stereo unspecified) | 0.9
CCCNC(=O)C1(C)CCCN(Cc2cc(-c3ccccc3)n(C)n2)C1 (stereo unspecified) | 1.1
COc1ccccc1-c1cnc(C(O)c2cccc(CN3CCCCC3)c2)[nH]1 (stereo unspecified) | 1.3
COc1ccc(NC(=O)C(c2cc3ccccc3o2)n2c(=O)c(-c3cc4ccccc4[nH]3)nc3ccccc32)cc1 (stereo unspecified) | 2.1
O=C(NCc1ccccc1)Nc1nnc([C@@H]2C[C@H](O)[C@@H](CO)O2)s1 | -2.1
CCOC(=O)C1=C(C(=O)OCC)C2N(Cc3ccc(C(F)(F)F)cc3)c3ccccc3[C@@]23C[C@@H](C(=O)OC)N(S(=O)(=O)c2ccccc2C)C3=N1 (stereo partly specified) | 1.6
CCCC(=O)Nc1ccc2c(c1)C(=O)N(C)C[C@@H](OC)[C@H](C)CN(Cc1ccc(-c3ccccn3)cc1)[C@@H](C)CO2 | -1.4
COC(=O)[C@]12C[C@H](CC(=O)NCCCN3CCCC3=O)C(=O)N(CCC3=CCCCC3)C1=C[C@H](COCc1ccccc1)O[C@@H]2C | 3.3
CC1(Oc2cccc(C#N)c2)CCN(Cc2ccc(-c3ccccn3)cc2)C1 (stereo unspecified) | 3.6
CCOc1ccc(CCNS(=O)(=O)c2c(C)nc3sccn3c2=O)cc1OCC | 0.2
CCN(CC)C(=O)c1cccc(-c2csc(C(O)c3ccccc3)n2)c1 (stereo unspecified) | 0.8
Nc1nc2c(ncn2[C@@H]2O[C@H](CNCc3cnc(N4CCOCC4)s3)[C@@H](O)[C@H]2O)c(=O)[nH]1 | -1.5
COc1cc(Nc2cc(C)n(-c3cc(OC)cc(OC)c3)c(=O)c2)cc(OC)c1 | 2.5
C=CCNc1cccc2c1S(=O)(=O)N[C@@H](C)CO2 | 3.3
O=C(Nc1cccc(C(F)(F)F)c1)c1csc([C@H]2C[C@H](O)[C@@H](CO)O2)n1 | 3.3
O=C(Nc1ccccc1C(=O)Nc1nccs1)c1ccccc1 | -0.4
OC(c1cccc(Cl)c1)c1nc(-c2ccc(Cl)cc2)cs1 (stereo unspecified) | 3.5
COc1cccc(CN2CCC2(C)C(=O)Nc2ccc3c(c2)CCN3C(C)=O)c1F (stereo unspecified) | 1.1
COc1cccc(C(C(=O)NCc2ccccc2)N2CCN(c3cccc(C)c3C)CC2)c1OC (stereo unspecified) | 0.8
CC(=O)NC(c1ccccc1)c1nc(-c2csc3ccccc23)cs1 (stereo unspecified) | 2.1
COC(=O)c1ccc2nc(-c3ccc(C#N)cc3)c(Cc3ccsc3)n2c1 | 1.8
C#Cc1ccc(NC(=O)C2(C)CCN2C(=O)C2(c3ccccc3)CC2)cc1 (stereo unspecified) | 3.8
CCc1nc2c(OCCOc3ccc(F)cc3)cccn2c1N(C)C(=O)C(C)C | 0.7
CC1C(=O)N(Cc2cn(Cc3ccco3)nn2)CCS(=O)(=O)N1Cc1ccc(-c2cccnc2)cc1 (stereo unspecified) | 0.0
OC(c1ccc(Cl)cc1)c1ncc(-c2ccc(Cl)cc2)[nH]1 (stereo unspecified) | 7.7
COC(=O)[C@@]12C[C@@H](CC(=O)N3CCN(C(=O)C4CC4)CC3)C(=O)N(Cc3ccccc3)C1=CCC(C)(C)C2 | 3.3
CC1(C(=O)NS(=O)(=O)Cc2cccc(Cl)c2)CCN1C(=O)Cc1ccc(Cl)cc1Cl (stereo unspecified) | 1.5
COc1cc(OC)cc(OC2(C)CCN(Cc3ccc(OC(C)C)cc3)C2)c1 (stereo unspecified) | 3.0

Look-ups from the list.
phage Ecoli inh result of CC(=O)NC(c1ccccc1)c1nc(-c2csc3ccccc23)cs1 (stereo unspecified) stands at 2.1
phage Ecoli inh result of CC1(C(=O)NS(=O)(=O)Cc2cccc(Cl)c2)CCN1C(=O)Cc1ccc(Cl)cc1Cl (stereo unspecified) stands at 1.5
phage Ecoli inh result of COc1cccc(C(C(=O)NCc2ccccc2)N2CCN(c3cccc(C)c3C)CC2)c1OC (stereo unspecified) stands at 0.8
phage Ecoli inh result of O=C(Nc1ccccc1C(=O)Nc1nccs1)c1ccccc1 stands at -0.4
phage Ecoli inh result of COc1cccc(CN2CCC2(C)C(=O)Nc2ccc3c(c2)CCN3C(C)=O)c1F (stereo unspecified) stands at 1.1
phage Ecoli inh result of C=CCNc1cccc2c1S(=O)(=O)N[C@@H](C)CO2 stands at 3.3
phage Ecoli inh result of CC1C(=O)N(Cc2cn(Cc3ccco3)nn2)CCS(=O)(=O)N1Cc1ccc(-c2cccnc2)cc1 (stereo unspecified) stands at 0.0

Among those listed so far, these contain a thiophene ring, fused or not:
SMILES | phage Ecoli inh
CC(=O)NC(c1ccccc1)c1nc(-c2csc3ccccc23)cs1 (stereo unspecified) | 2.1
COC(=O)c1ccc2nc(-c3ccc(C#N)cc3)c(Cc3ccsc3)n2c1 | 1.8

(listing goes on)
SMILES | phage Ecoli inh
Nc1ccn([C@@H]2O[C@H](C(=O)N(CCC3=CCCCC3)CC3CC3)[C@@H](O)[C@H]2O)c(=O)n1 | -1.1
CCCCN(C)C(=O)c1sc(=O)n(Cc2c(C)noc2C)c1C | -0.5
COC(=O)c1cc2c(c3c4cc(OC)ccc4n(S(=O)(=O)c4ccc(OC)cc4)c13)C(=O)N(Cc1ccccc1)C2 | 0.4
O=C1C(c2ccccc2)CN1Cc1ccccc1 (stereo unspecified) | 1.1
CCCS(=O)(=O)NC(=O)C1(C)CCCN(C(=O)c2ccccc2OC)C1 (stereo unspecified) | 1.2
CCOC(=O)C1(C)CCCN(C(=O)CCc2ccccc2)C1 (stereo unspecified) | 0.5
CC1(C(=O)NS(=O)(=O)c2ccc(C#N)cc2)CCN1C(=O)CC1CCCC1 (stereo unspecified) | 0.3
CC(O)(c1cccnc1)c1nc(-c2ccoc2)cs1 (stereo unspecified) | 0.9
O=C(NCC1CCCCC1)c1csc([C@@H]2C[C@H](O)[C@@H](CO)O2)n1 | 2.6
COc1cccc(C(O)c2nc(-c3cccc(C(F)(F)F)c3)cs2)c1 (stereo unspecified) | 2.9
CCCN1C(=O)c2n[nH]c(C)c2C1c1ccc(Br)cc1 (stereo unspecified) | 3.0
COc1cc(CNC(=O)c2cc(-c3ccc(F)cc3OC)n[nH]2)cc(OC)c1 | 1.9
CCOC(=O)C1(C)CCN1C(=O)c1cc(OC)c(OC)c(OC)c1 (stereo unspecified) | 0.6
CCOC(=O)C(=O)N(C)c1c(CC)nc2c(OCc3ccccc3C)cccn12 | 2.2
CCCCNC(=O)c1nc(C2CCN(S(=O)(=O)c3c(OC)cccc3OC)CC2)oc1-c1ccccc1 | -1.0

A different layout for part of the listing above.
mol	phage Ecoli inh
CCN(CC)C(=O)c1cccc(-c2csc(C(O)c3ccccc3)n2)c1 (stereo unspecified)	0.8
Cc1cccc(C)c1NC(=O)C1(C)CSCC(=O)N1CCC(C)C (stereo unspecified)	0.9
CC(=O)NC(c1ccccc1)c1nc(-c2csc3ccccc23)cs1 (stereo unspecified)	2.1
COc1cc(Nc2cc(C)n(-c3cc(OC)cc(OC)c3)c(=O)c2)cc(OC)c1	2.5
CCCCN(C)C(=O)c1sc(=O)n(Cc2c(C)noc2C)c1C	-0.5

Continuation.
SMILES | phage Ecoli inh
CCNC(=O)C1(C)CCN1CCS(=O)(=O)c1ccc(C)cc1 (stereo unspecified) | 2.1
O=C(Nc1ccc(F)cc1)C(c1cc2ccccc2o1)N1CCN(CC(=O)N2CCCC2)CC1 (stereo unspecified) | 2.5
CCCC(=O)N1CCC1(C)C(=O)NCc1ccc(SC)cc1 (stereo unspecified) | 5.1
Cc1cn([C@H]2C[C@H](O)[C@@H](/C=C/C(=O)NCCc3ccc4c(c3)OCO4)O2)c(=O)[nH]c1=O | 1.5
COc1cccc(C(C)(O)c2nc(/C=C/c3ccccc3)cs2)c1 (stereo unspecified) | 2.1
CC(C)(C)OC(=O)N1CCC2CCN(S(C)(=O)=O)CC21 (stereo unspecified) | 2.6
O=S(=O)(N[C@@H]1CC[C@H](CCNS(=O)(=O)c2ccccc2Cl)O[C@@H]1CO)c1ccccc1 | 2.4
COc1ccc(OC)c2c1CCC1(C2)NC(=O)NC1=O (stereo unspecified) | -0.6
NC(c1csc(Nc2ccc(C(=O)c3ccccc3)cc2)n1)c1ccccc1Cl (stereo unspecified) | -0.5
CC1OC(CCc2cccc(Cl)c2)Cc2[nH][nH]c(=O)c21 (stereo unspecified) | 3.4
C#CCNC(=O)C[C@@H]1C[C@@]2(C(=O)OC)CCCCC=C2N(CCC2=CCCCC2)C1=O | 1.8
CCOC(=O)[C@]12CCC=C1N(Cc1ccco1)C(=O)[C@H](CC(=O)NCCC(C)C)C2 | 0.9
N#Cc1cccnc1N1CCN(C(=O)c2[nH]c(C(F)(F)F)nc2-c2ccccc2)CC1 | 2.0
CC(=O)Nc1cnc(-c2ccccc2C(F)(F)F)cn1 | 2.4
Cc1ccc(S(=O)(=O)N2[C@H](C(C)C)[C@H]3[C@H]4C(=O)N(c5ccccc5)C(=O)[C@H]4CC(=O)[C@H]3[C@@H]2c2ccccc2)cc1 | 3.3
COCCNC(=O)C1(C)CCCN(C(=O)c2ccc(C#N)cc2)C1 (stereo unspecified) | 2.0
Cc1cc2nc(C3CCCCC3)c(Cc3cccc(Cl)c3)n2c(C)c1Br | 1.6
CC(=O)c1cccc(-c2ccnc3c2CC(C(=O)Nc2ccc(Cl)c(C(F)(F)F)c2)O3)c1 (stereo unspecified) | 5.9
CC1(C(=O)NS(=O)(=O)C2CC2)CCCN(C(=O)c2ccc(F)c(Cl)c2)C1 (stereo unspecified) | 2.0
COc1ccc(-c2[nH][nH]c(=O)c2NC(=O)c2ccc([N+](=O)[O-])cc2)cc1 | -0.1
CCc1nc2ccc(C(=O)NC(C)(C)C)cn2c1N(CC)Cc1cccc(Br)c1 | 0.0
COC(=O)C1=C(C)N(Cc2cccc(C(F)(F)F)c2)C(=NCc2ccc3c(c2)OCO3)NC1c1cccc(C(F)(F)F)c1 (stereo unspecified) | 4.1
Cc1nc2ccc(C(=O)N3c4ccccc4N=C(c4ccc5c(c4)OCO5)C3C(=O)NCc3ccccc3)cc2[nH]1 (stereo unspecified) | 0.2
CCCCn1nnnc1C1(C)CCC(=O)N1Cc1ccc(OC)c(OC)c1 (stereo unspecified) | 3.8
COCCCN1C(=O)C(CC(=O)NC2CCCCC2)CC(C(=O)N2CCCCCC2)=C1C (stereo unspecified) | 2.1
Cn1cc([C@]2(O)C(=O)N(c3ccccc3)c3ccccc32)c2ccccc21 | -0.7
CCCNC(=O)c1cc(C2CCCN(C(=O)c3ccccc3)C2)on1 (stereo unspecified) | 0.9
COc1ccc(CNS(=O)(=O)c2cc(Br)ccc2Br)cc1 | 0.7
CSc1ccc(CN2CCC(C)(Oc3ccc(-n4ccnc4)cc3)C2)cc1 (stereo unspecified) | 2.1
CC1(C(=O)NS(=O)(=O)c2cccc(Cl)c2)CCN1C(=O)c1cccc(F)c1 (stereo unspecified) | 2.4
CC(=O)Nc1ccc(/C=N/NC(=O)CC2CCCCC2)cc1 | -1.6
CN1CCOc2c1cnn(CCO)c2=O | 1.6
O=C(NCc1ccccc1)[C@H]1CCCN1C(=O)[C@H]1CCCN1C(=O)c1ccc(F)c(C(F)(F)F)c1 | 4.0
CC1(C(=O)NS(=O)(=O)Cc2ccccc2C(F)(F)F)CCN1C(=O)C/C=C/c1ccccc1 (stereo unspecified) | 2.7
CC(C)(C)c1ccc(S(=O)(=O)NC(=O)C2(C)CCN2C(=O)Cc2cc(F)ccc2F)cc1 (stereo unspecified) | 0.9
C[C@H]1CN([C@@H](C)CO)C(=O)CCCn2cc(nn2)CO[C@@H]1CN(C)C(=O)C1CC1 | 3.9
CC1(c2nnnn2Cc2ccccc2)CCC(=O)N1CCc1ccc(O)cc1 (stereo unspecified) | 2.1
C=CCN1C(=O)c2n[nH]c(COC)c2C1c1ccc2c(c1)OCO2 (stereo unspecified) | 2.6
Cc1cc2c(nc1C)CCCN2Cc1ccc(Br)cc1 | 1.8
COc1ccc(NC(=O)C2Cc3c(-c4ccccc4Oc4ccccc4)ccnc3O2)cn1 (stereo unspecified) | -1.1
O=C(Cc1cc(C(F)(F)F)cc(C(F)(F)F)c1)Nc1c(-c2ccccc2)[nH][nH]c1=O | 2.7
Cn1c(=O)c2cc(NC(=O)NCCc3ccccc3)ccc2n1Cc1cccc(C(F)(F)F)c1 | 2.6
COC(=O)/C=C1\OCc2ccccc21 | -0.6
C=CCNc1ncnc2c1ncn2[C@H]1CN(CCN2CCOCC2)C[C@@H](CO)O1 | 1.0
CC1(C(=O)Nc2ccc3c(c2)OCCO3)CCC(=O)N1C1CCN(Cc2ccccc2)CC1 (stereo unspecified) | 1.6
COC(=O)c1cc2c(c3c4cc(OC)ccc4n(S(=O)(=O)c4cccc(C)c4)c13)C(=O)N(Cc1ccc(C(F)(F)F)cc1)C2 | 0.7
CCOc1ccc(Cl)cc1-c1cc(C(=O)NCCc2ccncc2)[nH]n1 | 2.8
COc1ccc(-n2nnnc2C(CCSC)N2CCN(C/C=C/c3ccccc3)CC2)cc1 (stereo unspecified) | 3.6
CCCCNC(=O)C[C@@H]1C[C@@]2(C(=O)OCC)CCCC=C2N(Cc2ccc(Cl)cc2Cl)C1=O | 1.2
CC[C@H](C)[C@@H](CO)NC(=O)[C@H]1O[C@@H](n2ccc(=O)[nH]c2=O)[C@H](O)[C@@H]1O | 3.7
COc1ccccc1-c1csc(C(NC(C)=O)c2cccc(F)c2)n1 (stereo unspecified) | 2.0
COc1cc(F)ccc1-c1csc(C(NC(C)=O)c2cccc(F)c2)n1 (stereo unspecified) | 1.4
CCCCc1c(-c2ccccc2OC)ncn1Cc1ccc(F)c(F)c1 | 1.3
CC(=O)c1ccc(Nc2nc(C(C)N)cs2)cc1 (stereo unspecified) | 0.2
Cc1cccc(Cl)c1NC(=O)NCCCN1CCOCC1 | 2.5
Nc1[nH]c(C(=O)c2ccccc2)c(-c2cccc3ccccc23)c1C(=O)NC1CCCCC1 | 1.9
O=C(Nc1ccccc1Cl)c1cc(C2CCCCN2S(=O)(=O)c2ccccc2)on1 (stereo unspecified) | 0.9
O=C(c1ccccc1)N1CCC2CCN(S(=O)(=O)c3ccccc3)CC21 (stereo unspecified) | 2.7

High-throughput results (PubChem BioAssay)
